Compound activity as filed in PubChem BioAssay.
Pf Dd2 inh – inhibitors of Plasmodium falciparum Dd2 growth; AID 1347417; Potency, µM (highest dose often 28.9 µM), inactives show at the highest dose activity, negative = inhibition, hits mostly inhibitors; P. falciparum Dd2 growth, SYBR Green, 72 h; 120,000 compounds, 4.3% hits; active = well fitted inhibition curve with a large enough effect; inconclusive = small, poorly fitted or top-dose-only effect; inactive = no such curve, though single readings can be large or run the other way;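 also: plate controls were DMSO vehicle for no effect and reference drug for full effect; nearly all actives have a fitted effect of over 65% in size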
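Readout: SYBR Green fluorescence, 485 nm excitation, 535 nm emission, after ~16 h lysis at 37C. Before that, Dd2-infected red cells (2.5% hematocrit) grew 72 h with compound, 29 uM top final concentration.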
The depositor's hits bear a star; i = inactive; ? = inconclusive; [ ] = dose if it differs, or a comment. Potency is read from the fitted curve at half-maximal effect. Not all compounds are listed (hit frequency here may not be typical).

SMILES	Pf Dd2 inh
O=C(CCC1N=C2c3ccccc3N=C(SCC(=O)Nc3cccc(Cl)c3)N2C1=O)NCc1ccco1 (stereo not given)	?
CC(C)S(=O)(=O)c1oc(-c2ccc(F)cc2)nc1S(=O)(=O)c1ccccc1	6.31µM*
Cc1cccc(C)c1NC(=O)c1sc(-n2nc(C)c(Cc3ccccc3)c2C)nc1C	?
Cc1ccc(-n2nnc(-c3nsc(NC(=O)c4ccc(C)c(C)c4)n3)c2C)cc1	66.3%[activator]
CCC(=O)N1CCC(=O)N(CC)C2(CCOCC2)C1	10.2%
Cc1n[nH]c(C)c1C(N)C(=O)N1CC2(C)CN(C)CC(C)(C1)C2O (stereo not given)	-7.3%
O=C(c1cccc(Cn2cccn2)c1)N1CCn2nc(C(=O)N3CCCC3)cc2C1	-29.6%
Cc1ccccc1-n1c(/C=C/c2ccc(O)cc2)nc2ccccc2c1=O	?
Cc1cn2nc(C(=O)NCc3ccc(Cl)cc3)cc2c(=O)[nH]1	3.5%
Cn1ccc(C(=O)NCc2nnc3n2C(C(=O)NCCc2ccc(Cl)cc2)CC3)n1 (stereo not given)	4.1%
CC(C)n1cc2cc(C(=O)Nc3ccc4c(c3)OCCO4)sc2c1	i
CC(=O)N1C[C@@H]2C[C@H](C1)c1ccc(NC(=O)c3ccc(F)cc3)c(=O)n1C2	18.7%[44.1 µM]
CN(Cc1cccnc1)c1nc2c(c(=O)[nH]1)CCN(Cc1ccc3cc[nH]c3c1)CC2	i[5.79 µM]
O=C1CCCc2cc(S(=O)(=O)NCC3CCC(C(=O)Nc4ccc(Cl)cc4)CC3)ccc2N1 (stereo not given)	3.2%
O=C(Nc1ccc(F)c(Cl)c1)C1CCc2sc(C(=O)N3CCOCC3)cc2C1 (stereo not given)	i
Cc1cnn(CCC(=O)N2CCC(Oc3ccccc3)(C(=O)O)CC2)c1	-11.6%
CN(C)CCNC(=O)c1nc2nc(-c3ccccc3)c(-c3cccc(F)c3)cc2n1C	?
CC1(C)[C@H](Cc2cc(CCO)on2)C[C@@H]1NCc1cccnc1	0.7%[44.1 µM]
COc1ccc(C(=O)N[C@@H]2CCC[C@@H]2C(=O)NCCC2=CCCCC2)cn1	i
CC1CCC2(CC1)NC(=O)N(CC(=O)Nc1ccccc1C(C)C)C2=O (stereo not given)	i
Cc1ncoc1C(=O)N1CCC2(CC1)CCC(O)(CN(C)C)CC2	-12.6%
COc1ccc(CN2Cc3[nH]cnc3C[C@H]2c2nc(-c3ccc4ccccc4c3)no2)cc1	?
O=C(NCc1ccco1)C1CC(c2ccccc2)CN(C(=O)Nc2ccc(Cl)cc2)C1 (stereo not given)	-8.6%
Cc1ccc(CNC(=O)c2ccc(CSCc3ccccc3C)o2)cc1	8.1%
CNC(=O)N1CCC(C2CCN(C(=O)c3ccc(OC)c(F)c3)C2)CC1 (stereo not given)	-4.3%

Reformatted field by field: four of the compounds above.
CN(Cc1cccnc1)c1nc2c(c(=O)[nH]1)CCN(Cc1ccc3cc[nH]c3c1)CC2
  Pf Dd2 inh: i[5.79 µM]

CC1CCC2(CC1)NC(=O)N(CC(=O)Nc1ccccc1C(C)C)C2=O (stereo not given)
  Pf Dd2 inh: i

O=C1CCCc2cc(S(=O)(=O)NCC3CCC(C(=O)Nc4ccc(Cl)cc4)CC3)ccc2N1 (stereo not given)
  Pf Dd2 inh: 3.2%

Cc1ncoc1C(=O)N1CCC2(CC1)CCC(O)(CN(C)C)CC2
  Pf Dd2 inh: -12.6%

More results
SMILES	Pf Dd2 inh
COCCn1c(C)cc(O)c(C(c2ccc(Cl)cc2)N2CCCCC2)c1=O (stereo not given)	24.7%
CCOc1ccc(S(=O)(=O)N2CCN(c3ccccc3)CC2)cc1C(N)=O	6.1%
COc1cccc(NC(=O)NC[C@@H]2C=C(C)[C@H](CC(=O)N3CCN(c4ccccn4)CC3)C[C@H]2C(C)C)c1	12.6µM*
Cc1ccc(NC(=O)C(=O)c2cc(C)n(-c3ccc(F)cc3)c2C)cc1C	?
O=C(NCCc1ccccc1)c1cnc2sc(N3CCOCC3)nn2c1=O	14.8%
Cc1ccc(Cl)cc1NC(=O)N1CC(C(=O)N(C)C)C2(CCOCC2)C1 (stereo not given)	-10.3%
O=C(COc1ccccc1-c1nc(-c2ccccc2)no1)Nc1ccc([N+](=O)[O-])cc1	14.6%
CCC(=O)OC1=CN(Cc2ccccc2)S(=O)(=O)c2ccccc21	6.0%
COc1ccc(C(=O)N2CCCC(c3nccn3CC3CCC3)C2)c(OC)n1 (stereo not given)	-20.4%
COCCn1ncc(N2CCC(NC(=O)c3cc(C)cc(C)c3)CC2)cc1=O	i
Cc1cc(C)cc(NC(=O)N2CCN(C(=O)c3nsc4ccccc34)CC2)c1	i
COCc1nc(C2CCN(C(=O)C3CCCCC3)C2)no1 (stereo not given)	6.7%
CN1Cc2nc(Nc3ccccc3F)ccc2OCC1=O	11.3%[44.1 µM]
COC(=O)c1cc2sccc2n1Cc1ccc(F)cc1	i
O=C(NCCc1ccc(Cl)cc1)C(=O)NCC(c1cccs1)S(=O)(=O)c1cccs1 (stereo not given)	-25.2%
COc1ccc(-c2nc3cc(C)ccc3cc2CN2CCN(C)C(=O)C2)cc1OC	7.94µM*
CCn1cc(CN2CCC([C@@H]3CNC[C@H]3CO)CC2)c2cc(OC)ccc21	-9.4%
CCOc1cc(=O)n2c(c1C(=O)Nc1cccc(C(F)(F)F)c1)CCCC2	0.1%
CNC(=O)[C@@H]1CN(C(=O)c2cccc(C#N)c2)C[C@H]1COC	0.1%
CCOc1ccccc1CN1CCC(N2CCCC(C(=O)NC3CC3)C2)CC1 (stereo not given)	?
Cc1ccc(Cl)cc1NC(=O)c1cnn2c(C(F)F)cc(-c3ccccc3)nc12	13.8%
COc1ccc(-c2c3c(nc4sc(C(=O)Nc5ccc(Cl)cc5)c(N)c24)CC(C)(C)CC3=O)cc1	0.0631µM*
CCOc1cc(-c2nc(C3CC(=O)N(c4ccc(F)cc4)C3)no2)cc(OCC)c1OCC (stereo not given)	i
CCOC(=O)c1noc2ncn(CC(=O)Nc3ccc(C)c(F)c3)c(=O)c12	19.0%
COc1ccccc1CNC(=O)CCCn1c(=O)c2ccccc2n(Cc2ccc(C)cc2)c1=O	-2.3%

(list continues)
SMILES	Pf Dd2 inh
Cc1nc2ccccc2n1CC(O)COc1ccc(C(=O)O)cc1 (stereo not given)	17.1%
CN(Cc1ccc(-c2ccccc2)cc1)Cc1cccn1C	?
CSCC(=O)N1C[C@@H](NC(=O)Nc2ccc(F)cc2F)C[C@H]1C(=O)N[C@H](Cc1c[nH]c2ccccc12)C(N)=O	-15.4%
CCc1cccc(NC(=O)C(Cc2ccccc2)NS(=O)(=O)c2ccc3c(c2)c(=O)n(C)c(=O)n3C)c1 (stereo not given)	-23.6%
O=C([C@@H]1CNC[C@H](C(=O)N2CCc3ncccc3C2)C1)N1CCCC1	-6.6%
COCCN1CCC2(CCC1=O)CCN(C(=O)Nc1ccc(Br)cc1)CC2	82.3%[activator]
Cc1cc2nn(-c3ccc(F)cc3)nc2cc1NC(=O)c1cccc([N+](=O)[O-])c1C	18.8%
Cn1ccc2cc(-c3ccc4c(n3)c(=O)ncn4CC3CC3)ccc21	i
Cc1ccc(Cl)cc1NC(=O)COC(=O)CC(C)(C)CC1=NS(=O)(=O)c2ccccc2N1	-0.1%
CC(C)(C)CC(=O)N1CCCC(C(=O)Nc2cccc(-c3ccc(F)cc3)c2)C1 (stereo not given)	-18.4%
COc1ccc(Cc2nc3ccc(C(=O)NCCN4CCOCC4)cc3o2)cc1	-6.5%
CCCN(CCC)CCCNC(=O)C1CCC(CNS(=O)(=O)c2ccc(NC(C)=O)cc2)CC1 (stereo not given)	i
COc1ccccc1C(=O)N1CCC(N2Cc3cnc(C)n3C2=O)CC1	i
Cc1cnc(CCNC(=O)c2ccnn2C)n1CC1CC1	-1.4%
O=C(NCc1cccnc1)c1cc(CN2CCC(Cc3ccccc3)CC2)on1	-27.7%
CCc1ncc(CN2CCCC(C(=O)Nc3ccccc3-c3ccc(OC)cc3)C2)cn1 (stereo not given)	i
CCOc1ccc(S(=O)(=O)c2cc3cccc(OCC)c3oc2=O)cc1	i
Cc1oc2c(c(C)cc3oc(=O)c(CC(=O)NCCc4ccccc4F)c(C)c32)c1C	12.1%
CCn1c(=O)c(=O)n(CC)c2cc(N3CCCCC3)c(NC(=O)c3cccc(F)c3)cc21	-20.8%
Cc1ccc(S(=O)(=O)c2c(Nc3ccccc3)sc(C(=O)c3ccc4c(c3)OCO4)c2N)cc1	12.6µM*
OCC1(c2nc(C3CCOCC3)nn2-c2cccc3c2CCC3)CC1	5.4%
COc1cc(Cl)c(NS(=O)(=O)c2cc3[nH]c(=O)c(=O)[nH]c3cc2C)c(OC)c1	?
COCCc1ccc(OCc2ccccc2-c2ccc(=O)n(C)n2)cc1	-3.5%
CN(C(=O)c1cnc2n1CCN(CCc1ccccc1)CC2)c1ccccc1	19.2%[44.1 µM]
CC(C)S(=O)(=O)N1CC(Oc2ccc(-c3noc(C4CCOCC4)n3)cc2)C1	?

Next part.
SMILES	Pf Dd2 inh
O=C(Cc1cccc(F)c1)NC1CCN(c2cc(-c3ccc(Cl)cc3)[nH]n2)CC1	i
CC(C)CNc1ccc2c(n1)C(C)(C(=O)NC1CCN(C)CC1)CN(Cc1ccccc1)C2 (stereo not given)	?
CC1CCCCN1C(=O)c1ccc(CN2C(=O)NC3(CCS(=O)(=O)CC3)C2=O)cc1 (stereo not given)	?
Cn1nccc1-c1ncc2c(n1)OCCN(c1cccc(C(F)(F)F)c1)C2=O	?
COc1ccc(CN2C[C@H](O)C[C@H]2c2nc(-c3ccc(C)c(F)c3)no2)cc1	-6.1%[44.1 µM]
CC1(C)C(=O)N(CC2CCOCC2)[C@H]2CN(CCCc3ccccc3)C[C@@H]2[S+]1(=O)[O-]	?
CCOc1ccccc1NC(=O)Cn1c(=O)n(CC)c(=O)c2c1cc(C)n2C	?
C[C@@]1(O)CCN(Cc2ccc(C#N)cc2)C[C@H]1N1CCCC1	22.1%[5.79 µM]
O=C(Nc1ccccc1)N1CCC2(CC1)CC(=O)N(c1ccccc1)c1ccccc1O2	?
COCCNC(=O)CN1C(=O)NC2(CCC(C(C)(C)C)CC2)C1=O (stereo not given)	20.0%
CC1CCN(C(=O)c2cn3ccnc(-c4ccc(F)cc4)c3n2)CC1	?
CCOc1ccc2nc(N3CCC(C(=O)Nc4c(C)cccc4C)CC3)sc2c1	-7.3%
CCc1c(C)sc2c1CCN(C(=O)Nc1cc(C)ccc1C)C2c1ccc(OC)cc1 (stereo not given)	?
CCCN(C)C(=O)C1CCCN(c2cn[nH]c(=O)c2)C1 (stereo not given)	-8.1%
O=C(NCc1ccc(F)cc1)c1ccc2c(c1)CNCCO2	i
Cc1ccc(N2C(=O)CSC23C(=O)N(CC(=O)NCCc2ccccc2)c2ccccc23)cc1C (stereo not given)	?
CC1=C[C@@H](CNC(=O)c2cncnc2)[C@H](C(C)C)C[C@H]1Cc1nnc(-c2ccncc2)o1	?
COC(=O)c1sccc1S(=O)(=O)N1CCN(c2ccccc2OC)CC1	32.0%[activator]
N#Cc1ccccc1CN1C(=O)c2ccccc2Sc2ccc(C(=O)OCc3ccco3)cc21	?
CN(C)CCNC(=O)C[C@@H]1c2nc(NC(=O)c3ccc(C(C)(C)C)cc3)sc2C[C@@H]2[C@](C)(CO)[C@H](O)CC[C@]21C	?
Cc1cc(=O)[nH]c(NCCNC(=O)c2cc(-c3cccn3C)n[nH]2)n1	0.8%
CCc1nnc([C@@H]2CC(F)(F)CN2C(=O)c2ocnc2C)o1	i
CCC(CC)NC(=O)CC1CCCN(c2cnn(CCOC)c(=O)c2)C1 (stereo not given)	41.6%[activator]
O=C(Nc1ccccc1)c1nc[nH]c1C(=O)O	9.4%
Cc1ccc(C(=O)N2CCC3(CC2)CC(CO)N(C(=O)c2ccccc2)C3)cn1 (stereo not given)	-14.0%

Other results
SMILES	Pf Dd2 inh
O=C(Nc1ccnn1C1CCN(C(=O)c2ccc3n[nH]nc3c2)CC1)C1CC1	29.6%
COCCNc1nc(NCc2ccccc2OC)c2cnn(C)c2n1	2.0%
CN(Cc1ccc(OC(F)(F)F)cc1)C1CCOc2ccccc21 (stereo not given)	-18.1%[44.1 µM]
Cc1c(Cl)cccc1NC(=O)N1CCN(Cc2cc(=O)n3nc(-c4ccccc4F)sc3n2)CC1	?
O=C(c1ccc(Cl)nc1)N1CCN(c2nc3ncccc3o2)CC1	0.6%
CC1(C)NC(=O)N(CC(=O)N2CCc3nc(-c4cccnc4)[nH]c3C2)C1=O	1.9%
Cc1cccn2c(Nc3ccccc3)c(-c3ccc(N4CCOCC4)cc3)nc12	i
O=C(Cn1nc2c(cc1=O)CCCCC2)Nc1nc(-c2ccccn2)cs1	-16.5%
COc1ccc(N2CC(c3noc(-c4ccc5c(c4)OCO5)n3)CC2=O)cc1 (stereo not given)	89.6%[activator]
CC(=O)N1CCC2(CC1)CN(C(=O)c1cccc3[nH]ccc13)Cc1ccccc1O2	?
O=C(N[C@@H]1CCC[C@@H]1C(=O)NCCCc1ccccc1)c1ccncc1	1.5%
COCCCNC(=O)c1ccc2c(c1)nc1n2CCCCC1	14.2%
COc1cc(NC(=O)c2cc3c(N4CCSCC4)nc(C)cn3n2)cc(OC)c1	-9.3%

Retrieved by structure from the entries so far, five records:
SMILES	Pf Dd2 inh
Cc1c(Cl)cccc1NC(=O)N1CCN(Cc2cc(=O)n3nc(-c4ccccc4F)sc3n2)CC1	?
O=C(N[C@@H]1CCC[C@@H]1C(=O)NCCCc1ccccc1)c1ccncc1	1.5%
COc1cc(NC(=O)c2cc3c(N4CCSCC4)nc(C)cn3n2)cc(OC)c1	-9.3%
COCCNc1nc(NCc2ccccc2OC)c2cnn(C)c2n1	2.0%
Cc1cccn2c(Nc3ccccc3)c(-c3ccc(N4CCOCC4)cc3)nc12	i
